Wee1 stabilizer: inhibitors of human Wee1 degradation. P30291. HeLa Luc-Wee1K328M stability, luciferase luminescence; 100% = proteasome inhibitor MG132 effect. reporter increase, % at 5 µM. 220,000 tested, 1.2% active. AID 1321;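 active = activation above the mean of all tested compounds plus 3 SD, set per screening run, cut at about 8.8% in these data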;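 note: cells exposed to compound for 20 h before luminescence read; 0% = DMSO alone and 100% = MG132 at 30 µM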
Runt-CBFb FRET: blocks binding of human RUNX1 Runt domain to CBFb; Q01196+Q13951; Cerulean-Runt/Venus-CBFb FRET ratio 530/480, 1 h; inhibition, % at 20 µM; 220,000 tested, 0.46% active;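 active = inhibition over about 50% at 20 µM in the single-dose screen, limit read from the data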;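 note: 0% = DMSO wells and 100% = excess unlabeled CBFb competitor control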
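Assay system: Cerulean-Runt domain / Medium: Tris 50 mM pH 7.5, KCl, K2SO4, 0.01% BSA / Timing: protein complex preformed 1 h, compound exposure 1 h, room temperature, dark / Measured by: FRET, excitation 422 nm, emission at 530 and 480 nm / Evaluation: loss of energy transfer signal / Control set: 5 µM unlabeled CBFb as full-inhibition high control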
thrombin 1536: inhibitors of human thrombin; alpha-thrombin, Boc-VPR-AMC fluorogenic substrate cleavage; AID 1046; inhibition, % at 5 µM; 220,000 tested, 0.26% active;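 active = inhibition at or above 40%; inactive = inhibition below 40%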;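 note: 0% = enzyme with no compound and 100% = wells without enzyme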
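System: Human alpha-thrombin protein | Medium: pH 7.5 Tris (50 mM) with NaCl 150 mM, Tween 20 0.05% | Times: Enzyme reaction carried out at room temperature | Detection: AMC fluorescence, 355/460 nm | Evaluation: Percent inhibition scaled between no-compound controls and no-enzyme blanks | Benchmarks: Enzyme without compound as high, wells lacking enzyme as low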
FXIIa inh 1536: factor XIIa (human) inhibition | P00748 | purified FXIIa, Boc-QGR-AMC fluorogenic substrate, 2 h | inhibition, % at 5 µM | 220,000 tested, 0.3% active | AID 800; in the data active = inhibition above about 40%;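 note: 0% = enzyme with no compound and 100% = blank without enzyme; many of its hits are not listed in these tables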
Target sequence (P00748 20-372 limits assumed): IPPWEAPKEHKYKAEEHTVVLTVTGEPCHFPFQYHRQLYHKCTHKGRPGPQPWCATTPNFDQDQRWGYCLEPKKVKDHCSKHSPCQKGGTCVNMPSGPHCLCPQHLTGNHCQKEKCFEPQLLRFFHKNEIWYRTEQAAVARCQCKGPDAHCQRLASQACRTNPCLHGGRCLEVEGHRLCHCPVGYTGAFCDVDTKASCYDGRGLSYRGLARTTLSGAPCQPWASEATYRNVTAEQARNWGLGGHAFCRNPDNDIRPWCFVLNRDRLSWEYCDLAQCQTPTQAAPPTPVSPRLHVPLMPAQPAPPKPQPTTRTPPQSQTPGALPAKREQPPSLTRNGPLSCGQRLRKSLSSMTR
Target sequence (P00748 373-615 limits assumed): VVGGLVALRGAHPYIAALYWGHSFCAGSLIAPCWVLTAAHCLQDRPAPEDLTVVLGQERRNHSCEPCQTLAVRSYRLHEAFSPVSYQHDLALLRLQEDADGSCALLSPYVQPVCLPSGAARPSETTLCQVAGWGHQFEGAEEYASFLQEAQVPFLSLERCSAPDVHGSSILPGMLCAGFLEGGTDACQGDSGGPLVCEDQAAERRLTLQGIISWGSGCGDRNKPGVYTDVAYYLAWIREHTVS
KLK5 inh: inhibitors of human kallikrein 5; Q9Y337; recombinant hK5, fluorogenic AMC substrate cleavage; inhibition, % at 5 µM; 210,000 tested, 0.59% active; AID 873;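 active = inhibition of 40% or more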;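 note: 0% = enzyme controls without compound and 100% = no-enzyme blanks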
Target sequence (Q9Y337 67-293 limits assumed): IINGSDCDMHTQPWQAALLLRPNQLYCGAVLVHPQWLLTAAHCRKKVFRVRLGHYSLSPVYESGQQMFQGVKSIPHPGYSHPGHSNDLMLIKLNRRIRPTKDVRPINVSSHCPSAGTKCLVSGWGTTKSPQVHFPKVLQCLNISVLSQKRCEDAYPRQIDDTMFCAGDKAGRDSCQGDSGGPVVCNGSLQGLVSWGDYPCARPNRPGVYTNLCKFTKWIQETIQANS
Hck Nef HTS: inhibitors of human Hck kinase activated by Nef. 220,000 tested, 0.68% active. Recombinant Hck-YEEI plus Nef, Z-Lyte FRET kinase assay. inhibition, % at 20 µM. P08631;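 active = Hck-Nef kinase inhibition above about 50%, limit read from the data; inactive = inhibition below that limit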;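 note: 0% = DMSO with Hck plus Nef and 100% = Hck alone without Nef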
Runt-SMMHC FRET: Runt domain-CBFb-SMMHC interaction inhibition. Cerulean-Runt/Venus-CBFb-SMMHC FRET ratio 530/480, 1 h. inhibition, % at 20 µM. AID 1434. Q01196+Q13951. 220,000 tested, 0.74% active;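 active = mean inhibition across duplicate retests at 20 µM reaching about 50%, limit read from the data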;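 note: 0% = DMSO wells and 100% = wells with excess untagged CBFb-SMMHC; inhibitors lower the FRET ratio by blocking Runt binding to CBFb-SMMHC; some results filed as inactive read as strong as hits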
14-3-3 Bad PPI: disrupts binding of bovine 14-3-3 zeta to phospho-Bad peptide; P63103; TR-FRET 14-3-3zeta/Dy647-pBad peptide displacement, 1 h; inhibition, % at 21.7 µM; 220,000 tested, 0.71% active;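 active = inhibition above about 70%, limit read from the data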;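 note: 0% = full 14-3-3 plus peptide FRET controls and 100% = background without 14-3-3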
Target sequence (P63103 whole entry, looked up): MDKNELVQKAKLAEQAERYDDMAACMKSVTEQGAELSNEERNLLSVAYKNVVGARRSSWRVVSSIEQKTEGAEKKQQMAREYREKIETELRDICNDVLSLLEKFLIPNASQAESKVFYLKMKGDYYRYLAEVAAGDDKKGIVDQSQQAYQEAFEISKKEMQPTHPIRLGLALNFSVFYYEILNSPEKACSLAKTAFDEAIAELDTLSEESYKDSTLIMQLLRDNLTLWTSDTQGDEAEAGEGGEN
FXIa inh: factor XIa (human) inhibition; purified FXIa, Boc-Glu-Ala-Arg-AMC fluorogenic substrate; P03951; inhibition, % at 5 µM; 220,000 tested, 0.14% active;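 active = inhibition of at least 40%; inactive = inhibition below 40%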;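 note: fluorescence of freed AMC excited at 355 nm; 0% = enzyme without compound and 100% = no enzyme blank; many of its hits are not listed in these tables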
* marks the source's active call; other numbers are inactive results; [ ] = another dose, or the depositor's remark. Not a hit list. Share with any hit: about 4.2%.

CCOC(=O)N1CCN(C(=S)NCCOC)CC1 was read as Wee1 stabilizer 1, Runt-CBFb FRET 0, thrombin 1536 -1, FXIIa inh 1536 6, KLK5 inh -7, Hck Nef HTS -18, Runt-SMMHC FRET 4, 14-3-3 Bad PPI -2 and FXIa inh -1.
`O=C(NN1C(=O)/C(=C/c2cccs2)SC1=S)c1ccccc1` gave Wee1 stabilizer 8, Runt-CBFb FRET 2, thrombin 1536 -12, FXIIa inh 1536 11, KLK5 inh 10, Hck Nef HTS -1, Runt-SMMHC FRET 6, 14-3-3 Bad PPI -4 and FXIa inh 0.
For O=C(CSc1ccccc1)NCCCN1CCOCC1 the results were Wee1 stabilizer -4, Runt-CBFb FRET -1, thrombin 1536 -5, FXIIa inh 1536 -2, KLK5 inh -31, Hck Nef HTS 1, Runt-SMMHC FRET 1, 14-3-3 Bad PPI 5[fluorescence artefact?] and FXIa inh -6.
Screening Oc1[nH]c2ccccc2c1C1=NCCCCC1 returned Wee1 stabilizer 0, Runt-CBFb FRET -2, thrombin 1536 -6, FXIIa inh 1536 7, Hck Nef HTS 0, Runt-SMMHC FRET 1, 14-3-3 Bad PPI -5 and FXIa inh -1.
For COCCn1c(=O)[nH]c2cc(C(=O)NCc3cccnc3)ccc2c1=O the results were Wee1 stabilizer -1, Runt-CBFb FRET 0, thrombin 1536 -1, FXIIa inh 1536 5, KLK5 inh 5, Hck Nef HTS 3, Runt-SMMHC FRET -3, 14-3-3 Bad PPI 4 and FXIa inh 5.
Screening COc1cc(S(N)(=O)=O)c(OC)cc1N returned Wee1 stabilizer -1, Runt-CBFb FRET 1, thrombin 1536 -2, FXIIa inh 1536 9, KLK5 inh 0, Hck Nef HTS 7, Runt-SMMHC FRET -1, 14-3-3 Bad PPI -12 and FXIa inh 1.
Screening CC(=O)NS(=O)(=O)c1ccc2sc(C)nc2c1 returned Wee1 stabilizer 1, Runt-CBFb FRET 2, thrombin 1536 5, FXIIa inh 1536 10, KLK5 inh -7, Hck Nef HTS -1, Runt-SMMHC FRET 0, 14-3-3 Bad PPI 3 and FXIa inh -8.
Screening Cc1ccc(CSc2nnc(-c3ccccc3N)c(=O)[nH]2)cc1 returned Wee1 stabilizer -2, Runt-CBFb FRET 12, thrombin 1536 -3, FXIIa inh 1536 12, KLK5 inh -5, Hck Nef HTS 2, Runt-SMMHC FRET -4, 14-3-3 Bad PPI 9 and FXIa inh -4.
For CCn1cc(S(=O)(=O)CC(=O)Nc2cc(C)on2)c2ccccc21 the results were Wee1 stabilizer 0, Runt-CBFb FRET 0, thrombin 1536 -5, FXIIa inh 1536 10, KLK5 inh 11, Hck Nef HTS 8, Runt-SMMHC FRET 1, 14-3-3 Bad PPI 3 and FXIa inh 1.
Screening O=c1[nH]nc(SCc2cc(Cl)ccc2Cl)c(=O)[nH]1 returned Wee1 stabilizer -1, Runt-CBFb FRET 1, thrombin 1536 6, FXIIa inh 1536 12, KLK5 inh 2, Hck Nef HTS 36, Runt-SMMHC FRET 1, 14-3-3 Bad PPI -2 and FXIa inh 5.
`Cc1ccc(NC(=O)CSC(N)=O)cc1Cl` gave Wee1 stabilizer 3, Runt-CBFb FRET 8, thrombin 1536 2, FXIIa inh 1536 -4, KLK5 inh 4, Hck Nef HTS 1, Runt-SMMHC FRET 4, 14-3-3 Bad PPI -18 and FXIa inh 1.
Cn1c(CCNC(=O)c2ccccc2)nc2cc(NC(=O)c3ccco3)ccc21 was read as Wee1 stabilizer 4, Runt-CBFb FRET 0, thrombin 1536 -7, FXIIa inh 1536 7, KLK5 inh -20, Hck Nef HTS 0, Runt-SMMHC FRET -5, 14-3-3 Bad PPI -1 and FXIa inh -2.
`c1cc2c(cc1CN1CCOCC1)OCO2` gave Wee1 stabilizer -2, Runt-CBFb FRET -2, thrombin 1536 0, FXIIa inh 1536 10, KLK5 inh -7, Hck Nef HTS 0, Runt-SMMHC FRET -2, 14-3-3 Bad PPI 62[fluorescence artefact?] and FXIa inh 2.
`CCOC(=O)N1CCN(C(=O)CSc2ccc(-c3ccc(OC)cc3)nn2)CC1` gave Wee1 stabilizer -1, Runt-CBFb FRET -2, thrombin 1536 1, FXIIa inh 1536 5, KLK5 inh -10, Hck Nef HTS 5, Runt-SMMHC FRET -2, 14-3-3 Bad PPI -17 and FXIa inh -4.
Screening COCCN1C(=O)N[C@@H](CCc2ccccc2)C(C(C)=O)=C1C returned Wee1 stabilizer -3, Runt-CBFb FRET -3, thrombin 1536 -3, FXIIa inh 1536 7, KLK5 inh -4, Hck Nef HTS -8, Runt-SMMHC FRET -7, 14-3-3 Bad PPI -4[fluorescence artefact?] and FXIa inh 4.
For Cc1ccc2nc(NS(C)(=O)=O)sc2c1 the results were Wee1 stabilizer -2, Runt-CBFb FRET 2, thrombin 1536 3, FXIIa inh 1536 2, KLK5 inh -2, Hck Nef HTS 17, Runt-SMMHC FRET -4, 14-3-3 Bad PPI 8 and FXIa inh -4.
`CC(C)COC(=O)C1[C@H]2C(=O)N(Cc3cccs3)C[C@]23C=C[C@H]1O3` (stereo partly drawn) gave Wee1 stabilizer -2, Runt-CBFb FRET 1, thrombin 1536 4, FXIIa inh 1536 22, KLK5 inh -1, Hck Nef HTS 0, Runt-SMMHC FRET 1, 14-3-3 Bad PPI -1 and FXIa inh 2.
For Cc1ccc(CCNC(=O)Cn2cccc2)cc1 the results were Wee1 stabilizer -1, Runt-CBFb FRET -2, thrombin 1536 4, FXIIa inh 1536 12, KLK5 inh 5, Hck Nef HTS -1, Runt-SMMHC FRET 3, 14-3-3 Bad PPI -15 and FXIa inh 3.
Screening CCN1CCc2nc(NC(=O)CC(c3ccccc3)c3ccccc3)sc2C1 returned Wee1 stabilizer -1, Runt-CBFb FRET 6, thrombin 1536 12, FXIIa inh 1536 2, KLK5 inh -14, Hck Nef HTS 13, Runt-SMMHC FRET 60*, 14-3-3 Bad PPI 16 and FXIa inh -5.
`Cc1csc(NC(=O)C2COc3ccccc3O2)n1` (stereo not drawn) gave Wee1 stabilizer 1, Runt-CBFb FRET 1, thrombin 1536 0, FXIIa inh 1536 17, KLK5 inh 6, Hck Nef HTS -1, Runt-SMMHC FRET 0, 14-3-3 Bad PPI 1 and FXIa inh 3.
`CCOc1ccccc1N1CCN(C(=O)COc2ccc3c(C)cc(=O)oc3c2)CC1` gave Wee1 stabilizer 0, Runt-CBFb FRET -3, thrombin 1536 4, KLK5 inh 18, Hck Nef HTS -5, Runt-SMMHC FRET 3, 14-3-3 Bad PPI 3 and FXIa inh 34.
`CC(=O)Nc1ccc(SCC(=O)Nc2ccccc2-c2ccccc2)cc1` gave Wee1 stabilizer 1, Runt-CBFb FRET 6, thrombin 1536 -16, FXIIa inh 1536 6, KLK5 inh -11, Hck Nef HTS 1, Runt-SMMHC FRET -5, 14-3-3 Bad PPI 3 and FXIa inh 3.
O=C(NN1C(=O)C2C3C=CC(C4CC34)C2C1=O)c1ccc(Cl)cc1Cl (stereo not drawn) was read as Wee1 stabilizer 0, thrombin 1536 0, FXIIa inh 1536 15, KLK5 inh 0, Hck Nef HTS 0, Runt-SMMHC FRET -5, 14-3-3 Bad PPI 10 and FXIa inh 12.
For N#Cc1cc2c(nc1SCc1ccc(Cl)cc1)CCCC2 the results were Wee1 stabilizer -2, Runt-CBFb FRET 0, thrombin 1536 1, FXIIa inh 1536 9, KLK5 inh -6, Hck Nef HTS 4, Runt-SMMHC FRET 1, 14-3-3 Bad PPI 57 and FXIa inh 6.

Retrieved by compound from above:
`CC(C)COC(=O)C1[C@H]2C(=O)N(Cc3cccs3)C[C@]23C=C[C@H]1O3` (stereo partly drawn) gave Wee1 stabilizer -2, Runt-CBFb FRET 1, thrombin 1536 4, FXIIa inh 1536 22, KLK5 inh -1, Hck Nef HTS 0, Runt-SMMHC FRET 1, 14-3-3 Bad PPI -1 and FXIa inh 2.
For N#Cc1cc2c(nc1SCc1ccc(Cl)cc1)CCCC2 the results were Wee1 stabilizer -2, Runt-CBFb FRET 0, thrombin 1536 1, FXIIa inh 1536 9, KLK5 inh -6, Hck Nef HTS 4, Runt-SMMHC FRET 1, 14-3-3 Bad PPI 57 and FXIa inh 6.
`CCOc1ccccc1N1CCN(C(=O)COc2ccc3c(C)cc(=O)oc3c2)CC1` gave Wee1 stabilizer 0, Runt-CBFb FRET -3, thrombin 1536 4, KLK5 inh 18, Hck Nef HTS -5, Runt-SMMHC FRET 3, 14-3-3 Bad PPI 3 and FXIa inh 34.

Following part.
Screening c1ccc(-c2nnc(C(c3ccccc3)c3ccccc3)o2)cc1 returned Wee1 stabilizer 6, Runt-CBFb FRET -2, thrombin 1536 -4, FXIIa inh 1536 15, KLK5 inh -16, Hck Nef HTS 3, Runt-SMMHC FRET -5, 14-3-3 Bad PPI -11[fluorescence artefact?] and FXIa inh 7.
O=[N+]([O-])c1cc2cccnc2c2ncccc12 was read as Wee1 stabilizer -2, Runt-CBFb FRET 0, thrombin 1536 -2, FXIIa inh 1536 7, KLK5 inh -6, Hck Nef HTS 13, Runt-SMMHC FRET 0, 14-3-3 Bad PPI -6 and FXIa inh 5.
For CCOCCC(=O)Nc1cc(Cl)ccc1OC the results were Wee1 stabilizer -2, Runt-CBFb FRET 2, thrombin 1536 11, FXIIa inh 1536 0, KLK5 inh 16, Hck Nef HTS 1, Runt-SMMHC FRET -1, 14-3-3 Bad PPI 1 and FXIa inh -8.
CCN(CC)S(=O)(=O)c1cc(C(=O)O)ccc1OC was read as Wee1 stabilizer 3, Runt-CBFb FRET 2, thrombin 1536 0, FXIIa inh 1536 8, KLK5 inh 7, Hck Nef HTS 9, Runt-SMMHC FRET 1, 14-3-3 Bad PPI 1 and FXIa inh 0.
For CC(C)(C)c1ccc(-c2noc(CCC(=O)NCc3ccco3)n2)cc1 the results were Wee1 stabilizer 1, Runt-CBFb FRET -2, thrombin 1536 2, FXIIa inh 1536 6, KLK5 inh 2, Hck Nef HTS -6, Runt-SMMHC FRET 0, 14-3-3 Bad PPI -7 and FXIa inh 5.
Screening CC(C)Cc1nc(S(=O)(=O)c2ccc(Cl)cc2)c(N2CCOCC2)o1 returned Wee1 stabilizer -3, Runt-CBFb FRET 0, thrombin 1536 -2, FXIIa inh 1536 9, KLK5 inh -28, Hck Nef HTS 2, Runt-SMMHC FRET 1, 14-3-3 Bad PPI -2[fluorescence artefact?] and FXIa inh -4.
For O=C(Nc1ccc(C(=O)O)cc1)/C(=C\c1ccco1)NC(=O)c1ccccc1 the results were Wee1 stabilizer 4, Runt-CBFb FRET 19, thrombin 1536 -3, FXIIa inh 1536 10, KLK5 inh 3, Hck Nef HTS 23, Runt-SMMHC FRET 11, 14-3-3 Bad PPI -8 and FXIa inh 1.
`COc1ccc(C2N(c3ccccn3)C(=O)C3CCCN32)c(OC)c1` (stereo not drawn) gave Wee1 stabilizer -1, Runt-CBFb FRET -1, thrombin 1536 -9, FXIIa inh 1536 -1, KLK5 inh -1, Hck Nef HTS 1, Runt-SMMHC FRET -1, 14-3-3 Bad PPI 7 and FXIa inh -6.

High-throughput results deposited in PubChem by several laboratories.
